Assay outcomes deposited in PubChem by NCI.
Growth percent in the NCI-60 one-dose screen (48 h, 10 µM unless noted): 100 = growth as untreated, 0 = no growth, -100 = all killed.
NCI-H226: NCI-H226 lung cancer | actives 3.5% (n = 79,000)
NCI-H460: NCI-H460 lung cancer; AID 1794736; actives 6.8% (n = 82,000)
COLO 205: COLO 205 colon cancer. actives 7.3% (n = 79,000). AID 1794742
NCI-H322M: NCI-H322M lung cancer; actives 2.7% (n = 80,000); AID 1794733
NCI-H23: NCI-H23 lung cancer | actives 4% (n = 80,000) | AID 1794731
IGROV1: IGROV1 ovarian cancer | AID 1794786 | actives 4.7% (n = 79,000)
NCI/ADR-RES: NCI/ADR-RES ovarian cells | AID 1794790 | actives 4.4% (n = 81,000)
SK-OV-3: SK-OV-3 ovarian cancer cells; AID 1794785; actives 3.2% (n = 80,000)
NCI-H522: NCI-H522 lung cancer; actives 8% (n = 78,000); AID 1794739
* marks the source's active call; other numbers are inactive results; . = no result given; & = joins results of further samples; [ ] = remark or other dose. How the source made its calls: active means growth percent below 10; inactive means the rest. Rows were taken by chance (roughly 11% active in at least one column).

SMILES	NCI-H226	NCI-H460	COLO 205	NCI-H322M	NCI-H23	IGROV1	NCI/ADR-RES	SK-OV-3	NCI-H522
CCOc1ccc(N2C(=O)C3C4c5ccccc5C(c5ccccc54)C3C2=O)cc1 (centres undefined)	98	111	105	117	96	116	99	106	94
CC1=N/C(=C\c2cccc(Br)c2)C(=O)O1	106	106	106	106	106	106	107	102	88
CCCc1cc(=O)n2c(C(=O)Nc3ccccc3OC)c(C(=O)Nc3ccc(F)cc3)sc2n1	62[30 µM]	45[30 µM]	72[30 µM]	58[30 µM]	63[30 µM]	-13*[30 µM]	25[30 µM]	30[30 µM]	47[30 µM]
CC(CCCC(=O)O)c1ccoc1 (centres undefined)	102	110	101	100	98	102	104	95	83
CN1CCN(CCNc2nc(-c3cccc(NS(=O)(=O)c4cccc5c(N(C)C)cccc45)c3)cs2)CC1	66	71	86	86	52	79	87	92	69
C/C(=C(/C)C1CC1CCN(C(=O)c1ccc([N+](=O)[O-])cc1)S(=O)(=O)c1ccc(C)cc1)C1CCCC1 (centres undefined)	102	102	109	105	92	102	92	109	91
CC1(C)CC[C@]2(C(=O)OC(=O)[C@]34CCC(C)(C)C[C@@H]3C3=CC[C@@H]5[C@@]6(C)CCCNC(C)(C)[C@@H]6CC[C@@]5(C)[C@]3(C)CC4)CC[C@]3(C)C(=CC[C@@H]4[C@@]5(C)CCCNC(C)(C)[C@@H]5CC[C@]43C)[C@H]2C1	115	108	125	104	105	105	98	101	95
N#CCCN1CCN(CCC#N)CC1	101	110	108	104	106	117	103	108	104
O=C(CCc1nnc(-c2cccnc2)o1)c1nc2ccccc2[nH]1	102	108	110	92	99	118	102	109	102
Cn1c(=O)[nH]c2c(c(C(=O)O)nn2C)c1=O	101	113	113	111	114	122	113	114	101
COc1ccc2oc(=O)cc(Cc3cn4ccc(C)cc4nc3=O)c2c1	108	104	102	106	97	103	100	95	81
N=C(N)c1ccc(C(=O)Nc2ccc(Cl)cc2)cc1	98	105	107	111	102	107	103	95	71
CC(=O)c1ccc(N2CN(c3ccc(Cl)cc3)CC3=C2CC(C)(C)CC3=O)cc1	87	73	93	83	70	60	56	92	50
O=C1/C(=C/c2ccc(C(F)(F)F)cc2)COc2ccc(O)cc21	107	98	91	95	98	83	94	116	-14*
CCCCn1c(=O)c(-c2cc(-c3ccccc3)nc(-c3ccccc3)c2)cc2cc(C)ccc21	101	100	106	104	103	101	103	98	92
COc1ccccc1NCc1ccc(CO)n1Cc1ccccc1	100	116	119	100	95	94	98	87	90
CC(C)Cc1ccc(CC(=O)O)cc1	105	116	114	124	112	.	118	110	84
COC1=CC(=O)c2c(O)c3c(c(O)c2C1=O)CC(C)(O)OC3 (centres undefined)	90	4.7*	-62*	5.4*	-27*	.	-4.8*	87	15
CC(=O)Nc1cc([N+](=O)[O-])ccc1C(=O)O	94&95	102&107	109&106	103&99	93&96	105	93&102	118&111	101&93
CC(C)C[C@H](C(=O)O)N1CC=CCN(OCc2ccccc2)S1(=O)=O	.	105	114	118	113	110	107	106	105
Cn1cc(-c2nc(-c3ccsc3)cs2)c2cc(Br)ccc21	85	96	105	.	80	84	100	91	83
Nc1c(C(=O)Nc2ccccc2)sc2nc3c(cc12)CN(CCc1ccccc1)CC3	90	100	116	94	84	97	87	90	86
O=C(CNC(=O)NCC1CCCCC1)NC1NC2CCCCC2N1 (centres undefined)	72	96	106	104	93	78	97	88	93
COc1cc(C2Cc3ncccc3-c3[nH]c(=O)c4cccnc4c32)cc(OC)c1OC (centres undefined)	63	9.4*	-20*	56	35	49	31	15	-31*
NC(Cc1c[nH]c2ccccc12)C(=O)O (centres undefined)	103&91	101&105	103&117	111&99	108&106	120&105	111&105	105&106	93&86
CNC(=O)c1cc(Oc2ccc3nc(NC(=O)c4ccc(CN5CCN(C)CC5)c(C(F)(F)F)c4)sc3c2)ccn1	73	53	-30*	95	52	80	78	87	79
CCOC(=O)c1c(Nc2ccccc2)nn2c(-c3ccccc3)ccnc12	85	98	100	94	86	110	88	102	88
O=C(Nc1ncc(Cc2ccccc2Cl)s1)C1=NCCCCN1	103	101	113	98	90	108	94	105	87
COc1cc2c3c(n(C4CCOCC4)c(=O)c2cc1OC)-c1cc2c(cc1C3=O)OCO2	76	19	78	.	75	79	64	70	33
Clc1ccc(Cn2c(-c3cccs3)nc3ccccc32)c(Cl)c1	86	91	94	100	105	93	98	102	81
COc1ccc(C(=O)CSc2nc(-c3cc4ccccc4o3)cc(-c3ccc(Cl)cc3)c2C#N)cc1	91	103	102	104	93	.	96	103	78
Oc1ccc2ccc3[nH]cnc3c2c1	85	100	115	94	88	91	93	105	94
O=S(=O)(O)c1ccc(N=Nc2cc(S(=O)(=O)O)c3ccccc3c2O)c2ccccc12	109	101	115	117	102	97	94	112	95
CN(C)CCCC1(c2ccc(F)cc2)OCc2cc(-c3cccc4[nH]ccc34)ccc21 (centres undefined)	66	-23*	-64*	62	75	20	26	53	28
O=S(=O)(N=C1C=CC(=NS(=O)(=O)c2ccccc2)C=C1)c1ccccc1	100	102	119	110	99	108	104	104	106
C#CCN1CCOCC1	110	100	110	92	97	104	100	112	112
O=C1CCC(c2ccc3ccccc3c2)O1 (centres undefined)	98	105	104	98	107	100	106	105	92
O=C(CSc1nnc(-c2cc(Cl)cc(Cl)c2Cl)o1)c1ccc(Cl)cc1	100	99	119	91	86	76	104	106	85
Fc1ccc([C@@H]2CCNC[C@H]2COc2ccc3c(c2)OCO3)cc1	83	73	-77*	73	83	72	86	91	65
N#C/C(=C\c1ccc(-c2ccc(F)cc2)o1)C(=O)Nc1ncc(Cc2ccc(Cl)cc2)s1	100	100	114	98	93	105	104	109	96

Random excerpt: 2 records from the list, in no set order.
SMILES	NCI-H226	NCI-H460	COLO 205	NCI-H322M	NCI-H23	IGROV1	NCI/ADR-RES	SK-OV-3	NCI-H522
C#CCN1CCOCC1	110	100	110	92	97	104	100	112	112
COc1ccc(C(=O)CSc2nc(-c3cc4ccccc4o3)cc(-c3ccc(Cl)cc3)c2C#N)cc1	91	103	102	104	93	.	96	103	78

(continued)
SMILES	NCI-H226	NCI-H460	COLO 205	NCI-H322M	NCI-H23	IGROV1	NCI/ADR-RES	SK-OV-3	NCI-H522
Cc1[nH]c(C(=O)Nc2ccc(C(=O)NC(C)C(=O)O)cc2OC(C)C)c(Cl)c1Cl (centres undefined)	114	105	111	95	105	102	113	94	96
COC(=O)NN1CC(O)=C(c2nc(-c3ccc(F)cc3)cs2)C1=N	101	120	110	92	104	.	105	97	102
Clc1ccc2sc3ncc(-c4ccc(Br)cc4)n3c2c1	87	103	109	93	92	94	106	96	92
O=c1[nH]c2sc3c(c2c2nnnn12)CCCC3	85	97	103	93	91	85	92	80	91
NC(=O)c1ccccc1OCC(=O)O	95	111	109	114	103	107	98	101	106
CCOC(=O)c1c(NC(=O)c2ccc(C(C)(C)C)cc2)sc2cc(OCCN3CCCCC3)ccc12	101	14	26	83	89	75	88	106	97
O=[N+]([O-])c1ccc(NN=C(c2ccccc2)c2ccccc2)nc1	100	101	117	146	94	108	99	118	102
CCCNc1ccncc1CO	101	99	104	108	102	107	96	99	89
CC(C)[C@@H]1NC(=O)CNC(=O)[C@H](C)NC(=O)[C@H](Cc2ccc(O)cc2)NC(=O)[C@H](CCCCN)NC1=O	99	101	109	98	99	104	92	98	85
O=C1NC(=O)C(=Cc2cc(-c3ccc(Br)cc3)n(-c3ccccc3)n2)C(=O)N1	93	102	108	94	93	93	93	106	93

Single values from above.
Reading of `CCOC(=O)c1c(NC(=O)c2ccc(C(C)(C)C)cc2)sc2cc(OCCN3CCCCC3)ccc12` in NCI-H322M: 83
Reading of `NC(=O)c1ccccc1OCC(=O)O` in NCI-H322M: 114
Reading of `COC(=O)NN1CC(O)=C(c2nc(-c3ccc(F)cc3)cs2)C1=N` in NCI-H226: 101
Reading of `Cc1[nH]c(C(=O)Nc2ccc(C(=O)NC(C)C(=O)O)cc2OC(C)C)c(Cl)c1Cl` (centres undefined) in NCI-H23: 105
Reading of `O=c1[nH]c2sc3c(c2c2nnnn12)CCCC3` in SK-OV-3: 80

(next part)
SMILES	NCI-H226	NCI-H460	COLO 205	NCI-H322M	NCI-H23	IGROV1	NCI/ADR-RES	SK-OV-3	NCI-H522
CC1=CC(=C2C=C(C)C(=O)C(C)=C2)C=C(C)C1=O	95	111	104	87	96	93	98	99	93
CC(C)Cc1ccc(-c2ccn(C(=O)C(C)c3ccc(NS(C)(=O)=O)cc3)n2)cc1 (centres undefined)	.	106	114	89	103	104	99	97	92
Cc1ccc(C(=O)c2sc(S)c(-c3nc4ccccc4s3)c2N)cc1	85	105	106	98	89	87	99	91	97
CCOC(=O)/C=C(\CC(=O)OCC)C(=O)OCC	114	106	102	106	98	111	101	96	.
O=C(c1cc(-c2ccccc2)nc2ccccc12)N1N=C(c2ccccc2)CC1c1cc(-c2ccccc2)nn1-c1ccccc1 (centres undefined)	78	67	93	85	87	88	92	106	80
NC1=CSC2=N/C(=C\c3ccc(Cl)cc3)C(=O)N12	80	62	90	96	73	79	76	89	34
O=C(N/N=C\c1ccccc1Cl)c1ccncc1	96	111	101	95	107	92	114	107	87
Cc1c(C(=O)OCCN2CCN(C)CC2)cc(-c2ccc(Cl)cc2)n1-c1ccccc1	93	92	92	107	89	90	92	112	82
COc1cc(N)c2ncccc2c1Cl	96	109	116	98	104	117	112	105	82
S=C1c2ccccc2SC2c3cccn3CCN12 (centres undefined)	100	100	106	109	94	75	108	96	90
CC1(C)CC[C@]2(C(=O)O)CC[C@]3(C)C(=CCC4[C@@]5(C)C[C@@H](O)[C@@H]6OC(c7ccccn7)OC[C@@]6(C)C5CC[C@]43C)C2C1 (some centres undefined)	71	42	46	42	.	42	62	119	36
CCOC(=O)C1=NN(c2ccccc2)C(=O)/C1=C\N1CC(=O)NC1=S	96	105	107	113	101	105	106	96	90
Cc1ccc(NC(=O)c2ccccc2)c(NC(=O)c2ccccc2)c1	99	106	114	110	104	125	99	108	104
CC1=C(C(=O)Nc2ccccn2)C(c2cn(-c3ccccc3)nc2-c2ccc(Cl)cc2)C(C(=O)Nc2ccccn2)=C(C)N1	90	92	110	86	98	87	77	96	84
[B-][N+](CC)(CC)c1ccccc1	106	110	102	97	105	112	110	109	96
O=c1cc(-c2ccccc2)oc2ccccc12	86	107	103	89	89	46	91	106	91
CON1CCC[C@]2(C)[C@H]3CC[C@@H]4[C@H]5[C@H]([C@@H](C)O)CC[C@]5(CO)CC[C@@]4(C)[C@]3(C)CC[C@H]2C1(C)C	100	101	99	97	97	98	101	110	94
NC(CC(=O)NO)C(=O)O (centres undefined)	95	102	110	95	104	102	114	98	101
NC(=O)C1C2CCC(C2)C1C(N)=O (centres undefined)	112	112	106	115	94	100	115	107	96
CC(C)(C)SCC(=O)O	98	103	103	86	100	102	104	106	100

By substructure, the compounds so far containing bromine (4)
SMILES	NCI-H226	NCI-H460	COLO 205	NCI-H322M	NCI-H23	IGROV1	NCI/ADR-RES	SK-OV-3	NCI-H522
CC1=N/C(=C\c2cccc(Br)c2)C(=O)O1	106	106	106	106	106	106	107	102	88
Cn1cc(-c2nc(-c3ccsc3)cs2)c2cc(Br)ccc21	85	96	105	.	80	84	100	91	83
Clc1ccc2sc3ncc(-c4ccc(Br)cc4)n3c2c1	87	103	109	93	92	94	106	96	92
O=C1NC(=O)C(=Cc2cc(-c3ccc(Br)cc3)n(-c3ccccc3)n2)C(=O)N1	93	102	108	94	93	93	93	106	93

Later entries
SMILES	NCI-H226	NCI-H460	COLO 205	NCI-H322M	NCI-H23	IGROV1	NCI/ADR-RES	SK-OV-3	NCI-H522
CC(C)(C)c1cc(Cc2cc(C(C)(C)C)c(O)c(C(C)(C)C)c2)cc(C(C)(C)C)c1O	108	111	113	114	86	110	99	108	103
Cc1csc(-c2nnc(Nc3ccc(Oc4ncccc4-c4ccnc(N)n4)cc3)c3ccccc23)c1	73	25	-4.7*	31	55	25	50	53	31
S=c1c2ncccc2c(-c2ccccn2)nn1Cc1ccccn1	104	108	93	102	91	.	103	93	89
COc1cccc(C2C(C#N)=C(N)Oc3cc(OCCCCCC[P+](c4ccccc4)(c4ccccc4)c4ccccc4)ccc32)c1 (centres undefined)	7.8*	-44*	-62*	6.6*	-23*	-56*	85	-33*	-11*
Nc1cc(N)nc(SCC(=O)N2CCN(c3cc4c(cc3F)c(=O)c(C(=O)O)cn4C3CC3)CC2)n1	85	107	103	94	98	101	97	101	91
CCCCOc1nc2ccccc2cc1C1CNC(=O)c2ccccc2N1 (centres undefined)	0.7*	6.9*	9.8*	47	24	38	3.8*	15	-14*
CC(=O)Nc1cccc(Cn2c(=O)[nH]c3ccc(Oc4ncccn4)cc3c2=O)c1	85	.	.	95	100	92	106	88	71
CCOC(=O)c1sc2ncc(-c3ccc(Br)cc3)n2c1C	81	101	104	89	81	79	87	88	89
CS(=O)(=O)c1ccc(-c2ccc3ncc(C#N)c(Nc4ccc(F)c(Cl)c4)c3c2)cc1	69	99	118	99	79	89	79	93	73
O=c1c(Br)ccc(Br)cc1Br	98	36	-71*	.	-52*	.	-15*	112	.
CCCCCCCCCCCCCCCC(=O)OC[C@H](CSC[C@H](NC(C)=O)C(=O)N[C@@H](CO)C(=O)OC)OC(=O)CCCCCCCCCCCCCCC	98	109	111	102	98	105	104	100	95
CCC(=O)C12CCCC1=NC(=N)N=C2C1=NC(=N)N=C2CCCC21C(=O)CC (centres undefined)	102	107	121	104	104	115	108	108	101
CCCC(=O)NC(C)C(=O)Nc1ccccc1C(=O)OCC (centres undefined)	102	106	115	.	104	.	101	98	98
CCOC(=O)c1c(-c2ccccc2)c(Cc2ccccc2)n(CCCCCCO)c1C	89	96	99	118	94	93	74	98	60
CN(C)CCSc1nnc(-c2cc(-c3ccccc3)nc3ccccc23)n1-c1ccccc1	94	93	109	93	108	87	93	111	96
